TNAP activators – human TNAP enzyme activators, primary screen, biochemical, luminescent, no phosphate acceptor, uHTS (AID 1001); 200,000 tested, 0.03% active; purified TNAP, luminescent activation assay, no phosphate acceptor; higher activation fold means a stronger effect; one-dose activation fold at 20 µM; EC50 in µM for titrated hits; Alkaline phosphatase, tissue-nonspecific isozyme (Homo sapiens); in the data active = activation fold from about 3, or a potency from the dose series; inactive = the rest, 99 in 100 with activation fold below about 1.6; note: many of its hits are not listed in these tables
KOR beta-arrestin-1 – KOR agonists, beta-arrestin recruitment, primary screen, cell-based, luminescence, uHTS (AID 1777); KOR beta-arrestin recruitment, luminescence; higher % means a stronger effect; 280,000 tested, 0.02% active; one-dose activation, % at 10 µM; EC50 in µM for titrated hits; in the data active = activation above about 50%, passing the limit was not always enough; note: a part of the inactive calls stands beside numbers as strong as those of hits
LYP phosphatase – inhibitors of LYP phosphatase, biochemical, fluorescence intensity, uHTS (AID 1779) | recombinant LYP phosphatase, fluorescence intensity; higher % means a stronger effect | 290,000 tested, 0.054% active | inhibition, % at 11.5 µM; hits with a dose series show IC50 in µM;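 note: plate controls were vehicle with enzyme for no effect and no enzyme for full effect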
human PMI inhibitors – human PMI inhibitors, high substrate, primary screen, biochemical, fluorescence intensity, high mannose 6-phosphate (AID 1220); inhibition, % at 20 µM, or IC50 in µM where a hit was titrated; 190,000 tested, 0.66% active; Mannose-6-phosphate isomerase (Homo sapiens); recombinant PMI enzyme, coupled fluorescence intensity; higher % means a stronger effect
NOD2 inhibition – NOD2 signaling inhibitors, cell-based, luminescence, uHTS, HEK293 (AID 1566); HEK293 NOD2/NF-kB luciferase reporter, luminescence; higher % means a stronger effect; inhibition, % at 4 µM, or EC50 in µM where a hit was titrated; 290,000 tested, 0.63% active; note: many of its hits are not listed in these tables
XIAP antagonists – XIAP antagonists, biochemical, IAP family, fluorescence polarization (AID 1018) | E3 ubiquitin-protein ligase XIAP (Homo sapiens) | XIAP BIR domain, fluorescence polarization peptide displacement; higher % means a stronger effect | one-dose displacement, % at 20 µM; IC50 in µM for titrated hits | 200,000 tested, 0.007% active; in the data active = displacement above about 50%; note: a part of the inactive calls stands beside numbers as strong as those of hits
PMI inhibitors – inhibitors of human PMI, primary screen, biochemical, fluorescence intensity, coupled assay (AID 1209) | Mannose-6-phosphate isomerase (Homo sapiens) | purified PMI enzyme, coupled fluorescence intensity; higher % means a stronger effect | 190,000 tested, 0.42% active | inhibition, % at 20 µM; hits with a dose series show IC50 in µM;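 note: plate controls were DMSO vehicle for no effect and wells lacking substrate for full effect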
KOR beta-arrestin-2 – KOR antagonists, beta-arrestin recruitment, cell-based, luminescence, uHTS (AID 1778); KOR beta-arrestin recruitment, luminescence, antagonist mode; higher % means a stronger effect; 290,000 tested, 0.091% active; Kappa-type opioid receptor (Homo sapiens); one-dose inhibition, % at 10 µM; IC50 in µM for titrated hits; note: strong numbers were not always called active
NOD1 inhibition – NOD1 signaling inhibitors, primary screen, cell-based, luminescence, uHTS (AID 1578) | NOD1-driven NF-kB luciferase reporter cells, luminescence; higher % means a stronger effect | inhibition, % at 4 µM, or EC50 in µM where a hit was titrated | 290,000 tested, 1% active; in the data active = inhibition mostly above about 36%, no sharp cut-off; inactive = mostly below about 34%;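 note: HEK-293T reporter cells stimulated with the NOD1 agonist gamma-tri-DAP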
Starred values were filed as active, the others as inactive; . = no result given; [ ] = another dose, or the depositor's remark. Cut-off read from the data, not from the text of the source, unless noted: active = inhibition above about 50%; inactive = the rest. These rows are one share of the data, so the mix of outcomes need not match the whole.

SMILES	LYP phosphatase	KOR beta-arrestin-1	PMI inhibitors	XIAP antagonists	human PMI inhibitors	NOD2 inhibition	TNAP activators	NOD1 inhibition	KOR beta-arrestin-2
COc1cccc(-n2cnnn2)c1	-4.2%	-4.1%	3.4%	-0.2%	2.6%	4.3%	1.1	-10.2%	18.2%
COc1c(C)cccc1C(=O)Nc1ccc(N2CCN(S(C)(=O)=O)CC2)cc1	-7.6%	-2.3%	-2.8%	-6.3%	-0.7%	7.3%	1.1	-27.6%	-8.7%
Cc1cc(C)cc(N(CCC#N)C(=O)CSC2=Nc3ccccc3C3CC=NN23)c1 (stereo not given)	4.4%	3.9%	7.0%	-1.8%	8.0%	-4.1%	1.2	-46.9%	-23.9%
O=C(CN1c2ccccc2Sc2ccccc21)N/N=C/c1ccccc1	5.4%	-2.9%	.	.	.	6.7%	.	4.3%	26.9%
COc1ccc(C(=O)NNC2=NCCCCC2)cc1	-5.3%	-3.5%	-0.1%	-1.2%	-2.6%	-12.8%	1.1	-17.6%	-4.5%[20 µM]
CC(C)N(Cc1ccccc1)C(=O)C1CCCN(c2ncnc3c2nc2n3CCCCC2)C1 (stereo not given)	-10.2%	1.9%	.	.	.	16.8%	.	-13.7%	9.0%
O=C(Nc1nccs1)c1ccc(-c2cccc([N+](=O)[O-])c2)o1	-4.5%	0.5%	-13.5%	-7.4%	-13.7%	-51.0%	1	-38.6%	4.0%
COCCNC(=O)C1CC(c2ccc(F)cc2)=NO1 (stereo not given)	-10.8%	-0.1%	9.1%	-7.1%	5.2%	2.2%	1.1	-14.5%	-2.2%
CCCOC(=O)Cc1c(O)c2ccccc2[nH]c1=O	-5.3%	.	1.7%	-0.6%	2.7%	3.0%	1.1	-3.5%	-12.4%
O=C(NCC(=O)N(Cc1ccco1)C(C(=O)NC1CCCC1)c1ccncc1)c1cccs1 (stereo not given)	0.3%	-3.2%	-20.0%	-2.9%	17.7%	3.1%	1.1	-9.4%	9.4%
Cc1ccc(NNC2CC(=O)N(c3cccc(Cl)c3)C2=O)cc1 (stereo not given)	-2.9%	-0.6%	-68.2%	-3.4%	-160.2%	-20.9%	1	-53.1%	-18.5%
CCn1c(SCC(=O)Nc2ccc(Br)cn2)nnc1C1CC1	-7.8%	-2.1%	.	.	.	10.8%	.	-21.8%	7.0%
O=C1CCCC/C1=C/Nc1ccc2c(c1)OCO2	-0.1%	1.1%	-14.5%	-4.5%	37.9%	-67.9%	1	-66.5%	-39.7%
CCOc1ccc(NC(=S)N(CC)Cc2ccccc2)cc1	-1.0%	-5.9%	-3.1%	-7.3%	-2.5%	-21.1%	1.1	-33.6%	9.4%
COCCOC(=O)c1c(NC(=O)CN2CCCc3ccccc32)sc(C(N)=O)c1C	-0.8%	-5.0%	16.3%	14.1%	14.4%	11.4%	1.1	-4.5%	-6.8%
O=C1CC(c2ccccc2)n2nc(N3C(=O)CCC3=O)nc2N1 (stereo not given)	-4.9%	1.3%	-5.7%	-6.5%	0.3%	-0.3%	1	-0.7%	11.2%
CC(C)NC(=O)C(=O)NCC(c1ccc2c(c1)OCO2)N1CCOCC1 (stereo not given)	-10.7%	-1.1%	.	.	.	0.6%	.	-30.1%	-29.4%
Cn1nc(C(=O)N2CCN(c3cccc(Cl)c3)CC2)c2c1-c1ccccc1S(=O)(=O)C2	-9.9%	-4.5%	.	.	.	29.1%	.	-5.4%	-37.2%
Clc1ccc(-c2cc(COc3ccccc3)on2)cc1	-7.4%	1.8%	-9.3%	-8.4%	-3.0%	-35.5%	1	-17.4%	13.1%
Cc1c(NC2(C#N)CCCCC2)c(=O)n(-c2ccccc2)n1C	-4.7%	.	14.8%	-4.1%	14.4%	6.7%	1.1	-27.1%	-12.0%[20 µM]

Reprinted at random: 2 records from the list, in no set order.
SMILES	LYP phosphatase	KOR beta-arrestin-1	PMI inhibitors	XIAP antagonists	human PMI inhibitors	NOD2 inhibition	TNAP activators	NOD1 inhibition	KOR beta-arrestin-2
COCCOC(=O)c1c(NC(=O)CN2CCCc3ccccc32)sc(C(N)=O)c1C	-0.8%	-5.0%	16.3%	14.1%	14.4%	11.4%	1.1	-4.5%	-6.8%
O=C(NCC(=O)N(Cc1ccco1)C(C(=O)NC1CCCC1)c1ccncc1)c1cccs1 (stereo not given)	0.3%	-3.2%	-20.0%	-2.9%	17.7%	3.1%	1.1	-9.4%	9.4%

Just KOR beta-arrestin-2 and TNAP activators (2 entries from above):
SMILES | KOR beta-arrestin-2 | TNAP activators
COc1cccc(-n2cnnn2)c1 | 18.2% | 1.1
COc1c(C)cccc1C(=O)Nc1ccc(N2CCN(S(C)(=O)=O)CC2)cc1 | -8.7% | 1.1

Next part
SMILES	LYP phosphatase	KOR beta-arrestin-1	PMI inhibitors	XIAP antagonists	human PMI inhibitors	NOD2 inhibition	TNAP activators	NOD1 inhibition	KOR beta-arrestin-2
CN(C)c1nc(NC(C)(C)C)nc(SCC(=O)Nc2ccccc2)n1	-2.1%	5.5%	-7.7%	-8.9%	-14.5%	12.9%	1.1	-13.4%	-16.4%
Cc1nc(Nc2cccc(Cl)c2)c2oc3ccccc3c2n1	0.1%	3.5%	.	.	.	12.4%	.	-7.6%	-21.7%
CCCCNC(=S)N/N=C1\C(=O)c2cccc3cccc1c23	-9.1%	9.5%	13.8%	-4.9%	4.8%	2.1%	0.8	-56.3%	-22.6%
CCOC(=O)C1C(c2ccc(O)c(O)c2)NC(=S)NC1(O)C(F)(F)F (stereo not given)	-3.0%	3.2%	61.7%*	-9.3%	24.0%	11.4%	0.9	12.8%	7.7%
O=C(CSc1n[nH]c(=O)[nH]c1=O)c1ccccc1	-0.6%	-0.7%	2.3%	-4.6%	-0.8%	-14.3%	1.1	-13.2%	2.5%
COC(=O)[C@H]1[C@H]2C[C@@H]3c4[nH]c5cc(OC)ccc5c4CCN3C[C@H]2C[C@@H](OC(=O)c2ccc(N)cc2)[C@@H]1OC	-5.7%	1.7%	.	.	.	8.3%	.	7.2%	4.9%
CCCCn1c(SCC(=O)NCCc2ccc(OC)c(OC)c2)nc2c1c(=O)n(C)c(=O)n2C	-0.5%	-1.9%	-21.9%	-3.6%	-15.5%	-15.0%	1.1	-22.7%	-8.5%
CC1(C)CC(=O)C2=C(C1)Nc1[nH]c(=S)[nH]c(=O)c1C2c1ccccc1 (stereo not given)	-6.5%	0.3%	13.3%	-4.7%	-10.4%	13.2%	1	-2.9%	9.6%
CCOc1ccc(CN2CCN(Cc3[nH]c4ccc(OC)cc4c3C)CC2CCO)cc1 (stereo not given)	-2.0%	.	.	-0.8%	.	-0.7%	1.1	-41.3%	-40.4%[20 µM]
CCOc1cc(CNc2ccc(N(C)C)cc2)cc(Br)c1OCC(=O)NC(C)(C)C	-1.7%	-5.5%	32.4%	-1.3%	34.0%	33.4%	1	4.7%	11.7%
Cn1nc(-c2ccccc2)c(-c2nc(-c3cccc(Cl)c3)no2)c1Cl	-1.8%	-9.4%	9.7%	0.2%	2.0%	10.0%	1	26.3%	6.8%
COCc1cc(C)nc(Nc2ccc(C)c(C)c2)c1C#N	-1.3%	0.1%	4.3%	-3.1%	2.0%	13.4%	1	-13.7%	16.8%
COc1ccc(C2Nc3ccc4ccccc4c3-c3c2c(=O)oc2ccccc32)cc1 (stereo not given)	3.2%	7.0%	11.7%	-17.6%	4.0%	-45.0%	1.2	-90.6%	-49.5%
COC(=O)c1cc(OC)c(OC)cc1NC(=S)N1CCCC(CO)C1 (stereo not given)	-3.0%	-0.2%	-0.4%	-1.7%	-4.9%	1.6%	1.1	-16.3%	-24.5%
O=C(CCCCn1c(=S)[nH]c2ccsc2c1=O)NCc1ccc2c(c1)OCO2	0.8%	-4.6%	-6.8%	-4.3%	-4.5%	15.4%	1.1	-19.5%	6.9%
O=C(CCN1C(=O)c2cccc3cccc(c23)C1=O)NCC1CCCO1 (stereo not given)	-2.6%	.	.	.	.	2.1%	.	-0.8%	-29.3%
CCCCN(CC)CCCNC(=O)c1cc2cc3ccc(OC)cc3nc2o1	-43.7%	2.7%	-2.9%	-3.4%	2.8%	-1.3%	1	0.1%	-23.3%
O=C(NC1CC1)C1CCN(C2CCN(C(=O)/C=C/c3cccs3)CC2)CC1	2.0%	-3.9%	-1.1%	-6.2%	-2.3%	-0.3%	1.1	-20.5%	1.5%[20 µM]
CC(=O)c1ccc(NC(=O)COC(=O)c2ccc(F)cc2F)cc1	-5.3%	-0.9%	.	.	.	-15.6%	.	-11.1%	-30.0%
COc1cc(NC(=O)C2CC(c3cccc(OC)c3OC)=NO2)cc(OC)c1OC (stereo not given)	-1.4%	-3.0%	2.6%	-3.2%	-1.3%	12.0%	1.1	3.9%	22.8%

SMILES	LYP phosphatase	KOR beta-arrestin-1	PMI inhibitors	XIAP antagonists	human PMI inhibitors	NOD2 inhibition	TNAP activators	NOD1 inhibition	KOR beta-arrestin-2
Cc1ccc(NC(=O)c2cc(N(C)C)ccc2[P+](=O)O)cc1	-1.7%	-4.1%	-0.4%	-2.1%	0.8%	5.8%	1	-31.2%	12.6%
CCOc1ccccc1-c1nc2c([nH]1)c(=O)n(C)c(=O)n2C	0.6%	1.3%	4.5%	1.5%	8.4%	6.3%	1	-27.3%	-8.9%
COc1ccc(COC(=O)N/N=C(\C)CC(=O)NCc2ccc(Cl)cc2)cc1	-5.3%	-5.2%	7.4%	-4.3%	6.1%	2.0%	1.1	-27.6%	2.9%
O=C(COC(=O)c1cccs1)NC12CC3CC(CC(C3)C1)C2	-8.7%	4.5%	-28.2%	-4.0%	-22.9%	-8.4%	1.1	3.7%	-29.7%
Cc1nn(-c2ccccc2)c2sc(C(=O)C(C#N)c3ccccn3)cc12 (stereo not given)	-16.2%	6.3%	13.8%	-0.3%	11.3%	-47.6%	1.1	-34.9%	-15.5%
COc1ccc(N(CC(=O)Nc2cc(Cl)ccc2C)S(=O)(=O)c2c(C)noc2C)cc1	-0.5%	8.5%	.	.	.	-4.6%	.	0.3%	-85.0%
COc1ccc(-c2nn(-c3ccccc3)cc2/C=N/NC(N)=S)cc1OC	2.1%	5.7%	-2.1%	-4.7%	-9.1%	4.2%	1.1	-10.5%	-76.1%
O=S(=O)(Nc1cccc(Oc2cnccn2)c1)c1ccc(F)cc1	-5.7%	-2.8%	10.9%	-11.3%	15.0%	17.8%	1	-10.2%	-26.5%[20 µM]
Cc1cc(C)c(C#N)c(SCc2ccc(C(=O)O)cc2)n1	-8.6%	1.3%	.	.	.	4.7%	.	40.8%	-49.8%[20 µM]
CCCCCC(=O)c1ccc(O)cc1O	1.0%	-5.1%	12.8%	-6.5%	6.9%	-4.8%	1.5	-45.9%	1.3%

3 compounds from above, sorted by SMILES length, falling.
SMILES	LYP phosphatase	KOR beta-arrestin-1	PMI inhibitors	XIAP antagonists	human PMI inhibitors	NOD2 inhibition	TNAP activators	NOD1 inhibition	KOR beta-arrestin-2
COc1ccc(COC(=O)N/N=C(\C)CC(=O)NCc2ccc(Cl)cc2)cc1	-5.3%	-5.2%	7.4%	-4.3%	6.1%	2.0%	1.1	-27.6%	2.9%
Cc1ccc(NC(=O)c2cc(N(C)C)ccc2[P+](=O)O)cc1	-1.7%	-4.1%	-0.4%	-2.1%	0.8%	5.8%	1	-31.2%	12.6%
O=C(COC(=O)c1cccs1)NC12CC3CC(CC(C3)C1)C2	-8.7%	4.5%	-28.2%	-4.0%	-22.9%	-8.4%	1.1	3.7%	-29.7%

Source: PubChem
